14-3-3 PPI: 14-3-3 gamma protein interaction modulation | hit rate 0.19% among 160,000 | AID 422 | inhibition, % at 40 µM | FP, 14-3-3gamma / TMR-pS259-Raf peptide binding; in the data active = inhibition above about 30%;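 note: 0% = protein plus tracer without compound and 100% = blank with tracer alone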
Target sequence (P61981 whole entry, looked up): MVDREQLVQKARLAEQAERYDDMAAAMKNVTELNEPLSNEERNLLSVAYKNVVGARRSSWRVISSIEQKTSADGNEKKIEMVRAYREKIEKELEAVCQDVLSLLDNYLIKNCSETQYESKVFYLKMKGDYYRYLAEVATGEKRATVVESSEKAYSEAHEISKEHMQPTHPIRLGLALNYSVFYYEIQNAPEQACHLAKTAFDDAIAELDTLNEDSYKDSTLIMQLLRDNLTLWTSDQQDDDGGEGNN
An asterisk follows results filed as active; & = joins results of further samples. These rows are one share of the data; count on the stated rates, not on these rows.

Start of the listing, in advance (three entries):
Cc1ccc(S(=O)(=O)NC2=NCN(CCOC(=O)c3ccccc3)CN2)cc1
  14-3-3 PPI = 2.9
COc1ccc(-c2nc(SC)n(C(=O)c3ccco3)n2)cc1
  14-3-3 PPI = 4.3
Cc1ccnc(NC(=O)CCC2CCCCC2)c1
  14-3-3 PPI = 7.9

Results, repeating the preview:
Cc1ccc(S(=O)(=O)NC2=NCN(CCOC(=O)c3ccccc3)CN2)cc1
  14-3-3 PPI = 2.9
COc1ccc(-c2nc(SC)n(C(=O)c3ccco3)n2)cc1
  14-3-3 PPI = 4.3
Cc1ccnc(NC(=O)CCC2CCCCC2)c1
  14-3-3 PPI = 7.9
CC12C=CC3(CN(Cc4ccccc4)C(=O)C3C1C(=O)NCc1ccco1)O2 (stereo not given)
  14-3-3 PPI = 1.2
CC1(C)Cc2nc3sc4c(N5CCCCC5)ncnc4c3cc2CO1
  14-3-3 PPI = -16.4
CN(Cc1ccco1)C(=O)C(Cc1ccccc1)NS(=O)(=O)c1ccc2c(c1)CCC(=O)N2 (stereo not given)
  14-3-3 PPI = 5.0
Cc1cccc(OCc2nnc(SCC(=O)N3CCc4ccccc43)n2C)c1
  14-3-3 PPI = -5.5
C=CCNC(=O)c1cc(-c2ccc(F)cc2)on1
  14-3-3 PPI = -5.1
CCSc1nnc(NC(=O)CSc2nnc(Cc3cccn3C)n2CCc2ccccc2)s1
  14-3-3 PPI = -8.7
CCc1cc(C(=O)OC)c(NC(=O)CC2NCCNC2=O)s1 (stereo not given)
  14-3-3 PPI = 2.5
CC(C)OC(=O)CC(=O)c1sc2nc3c(cc2c1N)CN(C)CC3
  14-3-3 PPI = -31.6
Cc1nc(SCC(=O)N2CCC(C)CC2)c2c(=O)n(C)c(=O)n(C)c2n1
  14-3-3 PPI = -6.9
COc1ccc(CNc2cccc(C(=O)O)c2)cc1
  14-3-3 PPI = -1.9
CCOC(=O)c1sc(NC(=O)CSc2ncccn2)c(C#N)c1C
  14-3-3 PPI = -17.0
Cc1noc(C)c1COC(=O)c1ccc2c(c1)OCCO2
  14-3-3 PPI = -4.2

O=C(O)c1cccn2c(=O)c3c4c(sc3nc12)CCCC4
  14-3-3 PPI = -6.6
CCOC(=O)c1cnc2ccccc2c1Nc1ccc(C(=O)O)cc1
  14-3-3 PPI = 4.9
CCCN(CCC)C(=O)CSc1nc2n[nH]c(C)c2c(=N)n1-c1ccc(OC)cc1
  14-3-3 PPI = -2.3
O=C(NCCN1CCOCC1)c1cnn2c(C(F)(F)F)cc(-c3ccc(Br)cc3)nc12
  14-3-3 PPI = -11.6
CCN(CC)CCNC(=O)c1ccccc1C(=O)c1ncc[nH]1
  14-3-3 PPI = -1.0
O=C(Nc1ccc(Cl)cn1)c1cnn2c1NC(c1ccco1)CC2C(F)(F)F (stereo not given)
  14-3-3 PPI = -377.3
CCOC(=O)c1ccc(N=c2oc3ccccc3cc2C(=O)Nc2ccccc2)cc1
  14-3-3 PPI = -7.3
Cc1cc(S(=O)(=O)Nc2ccccc2C(=O)O)ccc1Cl
  14-3-3 PPI = 4.6
O=C(CCn1c(=S)oc2ccccc21)Nc1ccc(Oc2ccccc2)cc1
  14-3-3 PPI = -0.4
O=C1CCc2cc(S(=O)(=O)N(CCc3ccccc3)Cc3ccccc3)ccc2N1
  14-3-3 PPI = -50.1
C=CCOc1nc(NCC)nc(NCC)n1
  14-3-3 PPI = -12.2
O=C(c1ccccc1)c1ccc(Br)c([N+](=O)[O-])c1
  14-3-3 PPI = -14.2
CC(=O)C1=NN(c2ccc(Cl)cc2)C2C(=O)N(c3ccc(C)cc3)C(=O)C12 (stereo not given)
  14-3-3 PPI = -9.3
NC(=O)C1CCN(C(c2ccccc2F)c2nnnn2Cc2ccco2)CC1 (stereo not given)
  14-3-3 PPI = -5.0
O=C(CCC1Nc2c3ccccc3nc(=S)n2C1=O)NCCc1ccccc1Cl (stereo not given)
  14-3-3 PPI = -2.6

CC(C)c1ccc(O)c(NC(=O)c2cncc(Br)c2)c1
  14-3-3 PPI = -4.9&-10.4
CCCOc1ccc(C2C(=O)N(C3CCC(C)CC3)CC(=O)N2Cc2ccc(F)cc2)cc1OC (stereo not given)
  14-3-3 PPI = -1.5
O=C(O)[C@H](Cc1ccccc1)N1Cc2ccccc2C1=O
  14-3-3 PPI = 4.1
CN(Cc1ccccc1)Cc1nc2c(c(=O)n(C)c(=O)n2C)n1Cc1cccc2ccccc12
  14-3-3 PPI = -6.6
C=CCc1c(C)nc(SCC(=O)Nc2ccc(Cl)cc2)[nH]c1=O
  14-3-3 PPI = -16.0
COc1ccc(C2/C(=C(\O)c3ccc(C)cc3)C(=O)C(=O)N2CCN2CCOCC2)c(OC)c1 (stereo not given)
  14-3-3 PPI = -9.4
COC(=O)Cn1nc(-c2ccccc2)c2ccccc21
  14-3-3 PPI = 4.5
COc1ccc(C2C=C(c3ccc(I)cc3)Nc3ncnn32)cc1OC (stereo not given)
  14-3-3 PPI = -9.4
CS(=O)(=O)N(CC(=O)N1CCCCCC1)c1ccc2c(c1)OCCO2
  14-3-3 PPI = 3.8
Cc1ccc(NS(=O)(=O)c2ccc3c(c2)oc(=O)n3C)cc1F
  14-3-3 PPI = -2.1
CC(C)c1ccc(NC(=O)c2cc3cc4ccc(Cl)cc4nc3o2)cc1
  14-3-3 PPI = 14.7
O=C(NC1CC1)c1c(O)c2cccc3c2n(c1=O)CCC3
  14-3-3 PPI = 2.5
COc1cccc2cc(-c3csc(Nc4ccc(Br)cc4)n3)c(=O)oc12
  14-3-3 PPI = -13.4
Cc1ccc(-n2c(=O)c3ccccc3n(CC(=O)NC3CCCC3)c2=O)cc1
  14-3-3 PPI = 1.5
COc1ccc(C(=O)NCCC(C)C)cc1S(=O)(=O)N1CCOCC1
  14-3-3 PPI = -5.8

Cc1oc(-c2cccs2)[n+]([O-])c1C
  14-3-3 PPI = -1.6&-2.3
CCOC(=O)N1CCN(C(=O)CSCC(=O)N=c2sc3ccccc3n2C)CC1
  14-3-3 PPI = 1.7
CCCCOC(=O)C1C2C=C[C@]3(CN(C(C)c4ccc(OC)cc4)C(=O)[C@H]13)O2 (stereo not given in full)
  14-3-3 PPI = 3.6
CC1(C)CC(=O)C(C=NCCc2ccccn2)=C(O)C1
  14-3-3 PPI = 3.5
COCCNC(=O)CCCn1c(=S)[nH]c2ccsc2c1=O
  14-3-3 PPI = -3.8
CC1=CCP(=O)(c2ccccc2)C1 (stereo not given)
  14-3-3 PPI = -0.8
O=C(CNC(=O)c1ccc(Cl)cc1Cl)NCC(=O)Nc1ccccc1N1CCOCC1
  14-3-3 PPI = 2.2
Cc1ccc(C)c2nc(N3CCCC3)c(C#N)cc12
  14-3-3 PPI = -3.5
Cc1cccc(NC(=O)N(Cc2nc3ccccc3c(=O)[nH]2)C2CCCC2)c1
  14-3-3 PPI = -2.0
C=C(c1ccc(OCCO)cc1)c1ccc(OCCO)cc1
  14-3-3 PPI = -2.5
C=CCNc1nc(-c2ccc(Cl)cc2)cs1
  14-3-3 PPI = -1.6
CCOC(=O)c1ccc(N2C(=S)NC3c4cc(C)ccc4OC2(C)C3C(=O)N(C)C)cc1 (stereo not given)
  14-3-3 PPI = -2.4
O=C(C(Cc1ccccc1)n1cccc1)N1CCCCC1 (stereo not given)
  14-3-3 PPI = -10.0
CCCCSc1nc(CCC)cc(=O)[nH]1
  14-3-3 PPI = -3.0
Cc1nc2ncnn2c(C)c1CCC(=O)N1CCc2ccccc21
  14-3-3 PPI = -12.8

Sorted by formula weight (low to high): some entries from above
CCN(CC)CCNC(=O)c1ccccc1C(=O)c1ncc[nH]1
  14-3-3 PPI = -1.0
CCOC(=O)c1ccc(N2C(=S)NC3c4cc(C)ccc4OC2(C)C3C(=O)N(C)C)cc1 (stereo not given)
  14-3-3 PPI = -2.4
COc1ccc(C2/C(=C(\O)c3ccc(C)cc3)C(=O)C(=O)N2CCN2CCOCC2)c(OC)c1 (stereo not given)
  14-3-3 PPI = -9.4

Arranged by value in 14-3-3 PPI (high to low): 4 of the compounds above.
molecule | 14-3-3 PPI
CCOC(=O)N1CCN(C(=O)CSCC(=O)N=c2sc3ccccc3n2C)CC1 | 1.7
CCOC(=O)c1ccc(N2C(=S)NC3c4cc(C)ccc4OC2(C)C3C(=O)N(C)C)cc1 (stereo not given) | -2.4
O=C(C(Cc1ccccc1)n1cccc1)N1CCCCC1 (stereo not given) | -10.0
Cc1nc2ncnn2c(C)c1CCC(=O)N1CCc2ccccc21 | -12.8

Remaining list, next part:
COC(=O)CSCc1nc2ccccc2[nH]c1=O
  14-3-3 PPI = -3.5
COc1ccc(-n2c(=S)[nH]c3c(c2=O)C2(CCCC2)Cc2ccccc2-3)cc1
  14-3-3 PPI = -4.9
c1ccc(OCCCn2c(COc3ccccc3)nc3ccccc32)cc1
  14-3-3 PPI = 3.9
CC(C)c1ccc(NC(=O)C(c2ccccc2)N2CCc3ccccc32)cc1 (stereo not given)
  14-3-3 PPI = -8.6
c1ccc(CCc2nc(-c3cccnc3)no2)cc1
  14-3-3 PPI = -4.8&7.4
O=C(Nc1cccc(C(=O)Nc2cccc(Cl)c2)c1)c1ccc(F)cc1
  14-3-3 PPI = -20.0
COC(=O)c1ccc(C2C3=C(CC(c4ccc(OC)cc4)CC3=O)Nc3ccccc3N2C(=O)C2CC2)cc1 (stereo not given)
  14-3-3 PPI = 1.1
O=C(COc1ccc(Cl)cc1)Nc1ccc(Cl)cn1
  14-3-3 PPI = -4.9&-15.5
CCCOc1ccc(=O)n(C)n1
  14-3-3 PPI = -6.5
CCCCCCn1c(SCCCC)nc2c1c(=O)[nH]c(=O)n2C
  14-3-3 PPI = -3.1
CC1=NN(C(=O)c2ccc(Br)cc2)C(O)(C(C)(C)C)C1 (stereo not given)
  14-3-3 PPI = -11.0
CCCCOCCNC(=O)c1ccc(I)cc1
  14-3-3 PPI = -6.6
CC1CC(Nc2ncnc3nc[nH]c23)CC(C)(C)C1 (stereo not given)
  14-3-3 PPI = -20.4
CN(C)CC(C)(C)NS(=O)(=O)c1ccc(Cl)cc1
  14-3-3 PPI = -4.0
COc1cc2c(cc1OC)C(C(=O)Nc1ccc(C(C)C)cc1)C(c1ccccc1F)N(C)C2=O (stereo not given)
  14-3-3 PPI = -1.3

CC(NC(=O)C(=O)NC(C)C1COc2ccccc2O1)C1COc2ccccc2O1 (stereo not given)
  14-3-3 PPI = -7.3
CCC(C)OC(=O)n1ccc(C(=O)Nc2nccs2)n1 (stereo not given)
  14-3-3 PPI = -1.8
CCOC(=O)c1c(NC(=O)c2ccc(N3C(=O)C4C5C=CC(C5)C4C3=O)cc2)sc2c1CC(C)CC2 (stereo not given)
  14-3-3 PPI = -1.3
Cc1ccc(-c2oc3ncnc(N)c3c2-c2ccc(C)cc2)cc1
  14-3-3 PPI = -4.7
CC(C)(C)NC(=O)c1ccccc1I
  14-3-3 PPI = -0.3
COc1ccc(OC)c(S(=O)(=O)N(C)CC(=O)Nc2ccc3c(c2)OCO3)c1
  14-3-3 PPI = -4.3
C[n+]1cccc2cc(O)ccc21
  14-3-3 PPI = 23.8
CC(C)Sc1nc2ncnc(N)c2[nH]1
  14-3-3 PPI = -6.1
O=P(O)(O)CC(CN1CCCCC1)P(=O)(O)O (stereo not given)
  14-3-3 PPI = 1.9
Cc1ccc(CSCc2ccc(C(=O)NCCC(C)C)o2)cc1
  14-3-3 PPI = 1.4
NC(=O)c1c(NC(=O)c2cc(-c3ccco3)on2)sc2c1CCCC2
  14-3-3 PPI = -172.8
CCn1cc(C(=O)Nc2ccc(C)c(F)c2)c2cc(OC)c(OC)cc2c1=O
  14-3-3 PPI = -1.2
O=C(Nc1ccccc1F)c1cc(=O)c2ccccc2o1
  14-3-3 PPI = 4.6
COc1ccc(C2CC(C(F)(F)F)n3nc(C(=O)Nc4ccc(C)c(C)c4)cc3N2)cc1 (stereo not given)
  14-3-3 PPI = -2.6
O=C(Oc1ccccc1N1C(=O)C2C3CCC(C3)C2C1=O)c1ccccc1 (stereo not given)
  14-3-3 PPI = -13.0

O=C(Nc1ccc2nc(SCC(=O)N3CCc4ccccc43)sc2c1)c1ccccc1C(=O)N1CCOCC1
  14-3-3 PPI = -10.6
Cc1ccc(NC(=O)C2CCCN2S(=O)(=O)c2ccc3c(c2)CCC(=O)N3)cc1Cl (stereo not given)
  14-3-3 PPI = -5.8
CC1Cc2nc(SCC(=O)Nc3cccc(C(F)(F)F)c3)n(Cc3ccccc3)c(=O)c2S1 (stereo not given)
  14-3-3 PPI = -22.2
CCN1CCN(C(=S)c2ccc(OC)c(OC)c2)CC1
  14-3-3 PPI = -2.6
Cc1ccc2c(c1)C1=C(C(c3ccc(Cl)cc3)O2)C(c2ccccc2)n2ncnc2N1 (stereo not given)
  14-3-3 PPI = 1.3
O=C(COC(=O)c1ccc2c(c1)C(=O)N(c1ccc(Cl)cc1)C2=O)c1ccc(Br)cc1
  14-3-3 PPI = 5.6
COc1ccccc1CNS(=O)(=O)c1cccc2cccnc12
  14-3-3 PPI = -5.1
O=C(Oc1ccc2cc(Br)ccc2c1)c1ccco1
  14-3-3 PPI = -4.3
Cc1ccc(C2=NN(CC(=O)NCC3CCCO3)C(=O)CC2)cc1 (stereo not given)
  14-3-3 PPI = -4.8
CC(=O)N1c2c(cc(Br)cc2S(=O)(=O)Nc2ccc(OC(F)(F)F)cc2)CC1C (stereo not given)
  14-3-3 PPI = -12.8
O=C(Nc1ccc(-c2nc3ccccc3s2)cc1)c1cccc(F)c1
  14-3-3 PPI = -1.8
COc1cc(C2C(C(=O)Nc3cc(C)ccn3)=C(C)NC3=C2C(=O)CCC3)ccc1O (stereo not given)
  14-3-3 PPI = 1.4
O=C(c1ccc([N+](=O)[O-])cc1Cl)N1CCC(Cc2ccccc2)CC1
  14-3-3 PPI = -5.9
CCOc1ccc(S(=O)(=O)N(CC)Cc2ccccc2)c2cccnc12
  14-3-3 PPI = -11.9
COc1ccc(S(=O)(=O)N=C2C=C(Nc3ccc(NC(C)=O)cc3)C(=O)c3ccccc32)cc1
  14-3-3 PPI = -15.9
Cc1cc(Oc2ccc(C(C)(C)C)cc2)nc(-c2ccccc2O)n1
  14-3-3 PPI = -1.8
Cn1c(=O)oc2cc(S(=O)(=O)N3CCc4ccccc4C3CN3C(=O)c4ccccc4C3=O)ccc21 (stereo not given)
  14-3-3 PPI = -11.8
COCCNC(=O)Cn1cc(C#N)c2ccccc21
  14-3-3 PPI = 3.5
